Screens as filed in PubChem.
NS5 inhibitors = Dengue-2 NS5 methyltransferase inhibitors, primary screen, biochemical, confirmation dose response (AID 588689); Dengue-2 NS5 methyltransferase capping enzyme assay, biochemical; higher % means a stronger effect; inhibition, % at 25 µM, or IC50 in µM where a hit was titrated; actives 0.3% (n = 340,000); in the data active = a potency from the dose series
AID2073 = inhibitors of Mint1-CaV2.2 protein interaction, biochemical, HTRF (AID 2073); inhibition, % at 20 µM; hits with a dose series show IC50 in µM; Voltage-dependent N-type calcium channel subunit alpha-1B (Homo sapiens); HTRF protein-protein interaction, Mint1-CaV2.2; higher % means a stronger effect; actives 0.19% (n = 290,000); in the data active = inhibition mostly above about 51%, no sharp cut-off; also: some results filed as inactive read as strong as hits
RSV antiviral HEp-2 = RSV antiviral activity via CPE protection, HEp-2 cells, primary 10 µM value included (AID 2391) | actives 0.13% (n = 310,000) | HEp-2 cells, RSV-induced CPE inhibition; higher % means a stronger effect | CPE inhibition, % at 10 µM, or IC50 in µM where a hit was titrated; in the data active = a potency from the dose series; also: strong numbers were not always called active
Siah-1 displacement = Siah-1 peptide-binding antagonists, primary screen, biochemical, fluorescence polarization, rhodamine-plectin, uHTS (AID 1817) | actives 0.02% (n = 290,000) | E3 ubiquitin-protein ligase SIAH1 (Homo sapiens) | displacement, % at 20 µM, or IC50 in µM where a hit was titrated | Siah-1 / rhodamine-plectin peptide fluorescence polarization; higher % means a stronger effect;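 active = displacement of at least 50% at 20 µM, with a fluorescence ratio check between 0.3 and a set limit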;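 also: plate controls were Siah plus tracer with DMSO for no effect and tracer alone without Siah for full effect; strong numbers were not always called active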
Rac1 GTP hydrolysis = MgcRacGAP GTPase-activating activity inhibitors, confirmation, biochemical, ADP Hunter fluorescence; Rac GTPase-activating protein 1 (Homo sapiens); MgcRacGAP-stimulated Rac1 GTP hydrolysis, ADP Hunter fluorescence; higher % means a stronger effect; GST-tagged Rac1 F28L mutant substrate; inhibition, % at 30 µM; hits with a dose series show IC50 in µM; actives 0.6% (n = 340,000); AID 624330, 2012;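 active = first-screen hits whose inhibition reached a set limit at any dose in the follow-up dose series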;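 also: fluorescence reports GDP produced by GAP-driven GTP hydrolysis; strong numbers were not always called active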
West Nile antiviral = West Nile virus antiviral activity, cell-based, CPE readout (AID 1621); actives 0.02% (n = 290,000); one-dose CPE inhibition, % at 10 µM; IC50 in µM for titrated hits; West Nile virus-infected cells, CPE inhibition; higher % means a stronger effect; in the data active = a potency from the dose series; also: strong numbers were not always called active
SV40 large T antigen = SV40 large T antigen inhibitors, biochemical (AID 1903); SV40 large T antigen ATPase/helicase inhibition assay; higher % means a stronger effect; actives 0.39% (n = 310,000); inhibition, % at 20 µM; hits with a dose series show IC50 in µM; in the data active = a potency from the dose series; also: strong numbers were not always called active
K1F lysis inhibition = inhibition of K1F phage lysis, E. coli UTI89, bacterial capsule biogenesis inhibitors, alamar blue (AID 488966); E. coli UTI89 K1F phage lysis, alamar blue, 2 h; higher % means a stronger effect; actives 0.02% (n = 340,000); inhibition, % at 100 µM, or IC50 in µM where a hit was titrated;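 active = phage lysis inhibition, versus mean bacterial control, above a set limit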;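 also: capsule biogenesis inhibitors block K1F phage lysis so surviving cells raise fluorescence; higher fluorescence means more inhibition of phage lysis; actives were called in the ten point dose series up to 300 µM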
NTR1 ag = agonists of NTR1, primary screen, imaging, U2OS cells, beta-arrestin-GFP, high content (AID 493036); Neurotensin receptor type 1 (Homo sapiens), P30989; NTR1-U2OS beta-arrestin-GFP spot imaging, agonist mode; activation, % at 20 µM; actives 0.17% (n = 330,000);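 active = activation at or above 40% of the spot to cytoplasm intensity ratio, with at least 20 cells analyzed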;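 also: 0% = DMSO without peptide and 100% = 100 nM NTR1 peptide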
Target sequence (P30989 whole entry, looked up): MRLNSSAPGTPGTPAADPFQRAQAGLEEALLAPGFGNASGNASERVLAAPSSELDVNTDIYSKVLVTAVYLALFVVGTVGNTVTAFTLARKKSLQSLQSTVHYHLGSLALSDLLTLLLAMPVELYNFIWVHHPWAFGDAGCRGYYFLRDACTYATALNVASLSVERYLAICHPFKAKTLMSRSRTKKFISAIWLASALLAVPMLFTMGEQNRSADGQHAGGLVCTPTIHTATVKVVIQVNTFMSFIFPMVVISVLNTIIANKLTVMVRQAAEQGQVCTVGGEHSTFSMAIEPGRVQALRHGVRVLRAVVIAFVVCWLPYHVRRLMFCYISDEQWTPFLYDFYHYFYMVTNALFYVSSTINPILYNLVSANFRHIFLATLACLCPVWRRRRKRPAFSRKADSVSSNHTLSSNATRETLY
NTR1 ag cell count 20 µM = also measured in NTR1 ag; calls as there; cell count; measured here: cell count, cytotoxicity flag
Active calls of the source: *; / = no result given; [ ] = dose if it differs, or a comment.

SMILES	NS5 inhibitors	AID2073	RSV antiviral HEp-2	Siah-1 displacement	Rac1 GTP hydrolysis	West Nile antiviral	SV40 large T antigen	K1F lysis inhibition	NTR1 ag	NTR1 ag cell count 20 µM
COc1cc(OC)c2c(-c3ccccc3)cc(=O)oc2c1C(CCN1CCCCC1)c1ccc(N(C)C)cc1 (stereo unspecified)	-1.6%	7.2%	-3.8%	9.2%	10.5%	-1.8%	22.4%	-1.0%	11.5	71
COc1cc(NC(=O)C2=CC(c3ccco3)=NS(=O)(=O)N2C)cc(OC)c1OC	-7.0%	2.3%	0.9%	-2.4%	-10.5%	-0.2%	10.2%	-0.2%	1.5	58
Cc1ccc2cc(C)c3nnc(SCC(=O)NCc4ccco4)n3c2c1	-4.0%	2.7%	2.4%	-2.3%	15.0%	1.2%	10.5%	0.3%	0.5	76
CCC1=Nc2cc(C(=O)NCC3CCCO3)ccc2Sc2ccc(Cl)cc21 (stereo unspecified)	-0.8%	-1.0%	1.0%	4.4%	-10.7%	0.3%	20.4%	-1.3%[50 µM]	0.5	50
Cc1ccc(-n2c3c(c(=O)[nH]c2=O)C(NS(=O)(=O)c2ccc(Cl)cc2)(C(F)(F)F)C(=O)N3)cc1 (stereo unspecified)	2.6%	4.9%	2.0%	-0.6%	2.3%	0.0%	-1.8%	0.2%	2.1	62
COc1ccc(C)cc1NC(=S)NNC(=O)c1ccccc1Cl	-2.4%	-20.8%	0.7%	-0.2%	9.9%	-0.7%	12.5%	10.5%	2.1	85
COc1ccc(-c2nc(CS(=O)(=O)CC(=O)NC3CCCCC3C)c(C)o2)cc1 (stereo unspecified)	-7.9%	-4.9%	2.0%	-2.4%	-0.7%	-0.1%	7.5%	-0.1%	1.5	62
COc1ccc(-c2[nH]n(-c3ccc([N+](=O)[O-])cc3)c(=O)c2C=NCC2CCCO2)cc1 (stereo unspecified)	/	29.5%	0.3%	7.4%	10.1%	0.2%	6.4%	-0.1%	0.4	44
CN(C(=O)CCCN1C(=O)c2ccccc2C1=O)C1CCCCC1	0.8%	/	2.5%	/	1.9%	/	/	0.6%[50 µM]	-1.0	70
COC(=O)c1cccc(NC(=O)CCCOc2ccccc2)c1	0.8%	3.5%	0.6%	1.1%	2.0%	-0.2%	27.0%	0.1%	/	/
CSC1=NCCN1C(=O)COc1ccc2ccccc2c1	-10.7%	-4.3%	0.3%	0.8%	-7.2%	-0.1%	5.0%	-0.5%	-0.2	73
Cc1cc(OC(C)C(=O)NCc2ccccn2)c2c(C)c(C)c(=O)oc2c1 (stereo unspecified)	-4.4%	17.4%	-0.1%	-3.2%	8.4%	0.1%	14.3%	0.5%	0.8	59
CCOC(=O)C1CCCN(C(=O)c2ccc(Cl)c(S(=O)(=O)N3CCCCCC3)c2)C1 (stereo unspecified)	-6.2%	-2.3%	15.8%	1.3%	9.1%	-0.4%	2.6%	0.2%	2.7	61
O=C(/C=C\c1ccccc1OC(=O)c1ccccc1F)c1cc2ccccc2o1	-20.6%	12.5%	4.1%	-5.0%	0.6%	-0.8%	6.1%	-1.5%[50 µM]	66.8*	54*
COc1ccccc1C/C(N)=N/OC(=O)COc1ccc2ccccc2c1	-2.8%	-0.6%	-1.5%	3.8%	-6.9%	-0.7%	25.3%	-1.2%	-0.1	39
O=C1Nc2ccc(S(=O)(=O)N3CCCC3)c3ccc(S(=O)(=O)N4CCCC4)c1c23	-0.3%	7.1%	1.9%	4.2%	-6.5%	0.1%	20.8%	-0.3%	-1.8	93
O=C1CN(C(=O)CNCc2ccc(Cl)cc2)c2ccccc2N1	-5.6%	-10.6%	-0.5%	-0.2%	31.7%	-0.2%	2.1%	-0.1%	0.8	61
O=C(NCc1cccnc1)C1CCCN(S(=O)(=O)c2ccc(Cl)cc2)C1 (stereo unspecified)	-0.8%	2.5%	-0.5%	0.2%	-0.1%	-0.2%	-13.0%	4.2%	1.3	60
CN(CC(=O)Nc1ccc(F)cc1)C(=O)c1cc([N+](=O)[O-])ccc1N1CCOCC1	-8.9%	/	-2.4%	/	5.0%	/	12.3%	0.0%[50 µM]	-0.6	74
NS(=O)(=O)c1cccc(NC(=O)CCS(=O)(=O)c2ccc(Cl)cc2)c1	-0.6%	8.2%	-2.3%	-5.2%	-0.1%	-0.2%	3.0%	0.2%	1.1	69

An excerpt of these results, comma-delimited:
Structure,NS5 inhibitors,AID2073,RSV antiviral HEp-2,Siah-1 displacement,Rac1 GTP hydrolysis,West Nile antiviral,SV40 large T antigen,K1F lysis inhibition,NTR1 ag,NTR1 ag cell count 20 µM
COc1ccccc1C/C(N)=N/OC(=O)COc1ccc2ccccc2c1,-2.8%,-0.6%,-1.5%,3.8%,-6.9%,-0.7%,25.3%,-1.2%,-0.1,39
COC(=O)c1cccc(NC(=O)CCCOc2ccccc2)c1,0.8%,3.5%,0.6%,1.1%,2.0%,-0.2%,27.0%,0.1%,/,/

(listing goes on)
SMILES	NS5 inhibitors	AID2073	RSV antiviral HEp-2	Siah-1 displacement	Rac1 GTP hydrolysis	West Nile antiviral	SV40 large T antigen	K1F lysis inhibition	NTR1 ag	NTR1 ag cell count 20 µM
CCCCc1ccc(-c2csc(/C(C#N)=C\c3ccc(C)o3)n2)cc1	-15.7%	22.4%	7.3%	-0.4%	0.3%	-0.2%	-2.6%	-2.0%	5.1	67
O=CN1CCCN(Cc2nc(-c3cccc(Cl)c3)no2)CC1	-0.9%	14.0%	0.6%	0.6%	12.4%	-0.9%	-0.8%	0.1%	2.4	78
Cc1ccc(C(=O)NCCn2cc(SCC(=O)Nc3cc(C)on3)c3ccccc32)cc1	-2.1%	3.4%	4.6%	2.8%	-0.2%	0.2%	3.3%	7.7%	1.8	60
COc1ccc(C)cc1S(=O)(=O)N1CCCC(C(=O)N2CCOCC2)C1 (stereo unspecified)	-0.7%	1.0%	0.8%	8.3%	5.9%	-0.5%	5.8%	0.1%	0.2	63
CN(CC(=O)Nc1cccc(F)c1)C(=O)CCCNC(=O)c1ccc(Cl)cc1	2.2%	/	-0.2%	/	5.6%	/	11.4%	1.4%[50 µM]	-0.4	55
NS(=O)(=O)c1cccc(NC(=O)CCSc2ccccc2Cl)c1	-0.6%	-9.8%	3.5%	6.1%	8.3%	-0.1%	1.8%	0.7%[50 µM]	-0.2	69
Cc1ccccc1/C=C/C(=O)N1CCOCC1	-0.8%	29.1%	-1.4%	-2.6%	2.5%	-0.4%	1.2%	0.1%	-0.7	29
COc1cccc(CN(C(=O)/C=C/c2ccco2)C2CCS(=O)(=O)C2)c1 (stereo unspecified)	-15.9%	-6.9%	1.1%	-3.2%	2.4%	0.0%	8.8%	1.1%	0.6	59
O=C(Nc1ccc2c(c1)C(=O)NC2=O)c1ccccc1	-6.2%	19.4%	5.6%	2.8%	-1.2%	0.8%	/	-0.1%	-0.7	65
CCCn1c(SCC(=O)N2CCCc3ccccc32)nnc1-c1ccco1	1.6%	2.5%	1.2%	8.2%	-5.3%	-0.3%	6.9%	1.8%	-1.6	57
C=Cc1ncc(OC)c2c1[nH]c1ccccc12	-6.5%	/	/	/	7.1%	/	10.2%	-13.1%	10.4	85
O=C(COC(=O)c1cccnc1Cl)Nc1ncc(Cl)cc1Cl	2.2%	-0.8%	-2.1%	-2.1%	5.2%	-0.3%	6.2%	0.5%	-1.6	59
CC(C)n1nccc1NC(=O)Nc1ccccc1	-7.1%	7.0%	1.1%	-2.7%	-4.0%	-0.5%	0.4%	0.0%	0.6	47
O=C(N/N=C/c1ccc(Cl)cc1)C1CC12CCC2 (stereo unspecified)	-10.9%	-8.9%	2.4%	-3.3%	2.8%	-0.9%	9.7%	-0.3%	3.2	46
COc1ccc(S(=O)(=O)Nc2ccccn2)cc1C	-0.8%	2.6%	-0.8%	-4.5%	-0.3%	0.1%	0.1%	-0.3%	2.6	60
CCn1cc(C(=O)NCCCOC)c(=O)c2cc(S(=O)(=O)N(C)C)ccc21	-2.9%	-4.6%	-0.2%	-1.5%	2.4%	-0.3%	1.2%	8.1%	-4.8	47
CCOC(=O)Cc1csc(NC(=O)c2cccs2)n1	0.0%	0.3%	-0.7%	3.5%	6.8%	/	0.1%	3.7%	-0.3	71
Cc1ccccc1OCC(=O)NN1Cc2ccccc2C1=N	0.8%	-7.4%	2.0%	-3.6%	-1.3%	0.1%	10.5%	1.1%	0.2	26
Cc1cc(=O)[nH]c(SCC(=O)NCCc2ccccc2)n1	-7.2%	-7.9%	0.7%	0.1%	-4.9%	/	7.9%	-0.7%	-2.0	51
COc1ccc(C(=O)N[C@H](C(=O)NCc2ccccc2)C(C)C)cc1	-9.0%	8.7%	0.3%	4.6%	4.7%	-0.8%	11.3%	0.2%	-1.1	43
Cc1csc(NC(=O)c2ccc(C)o2)n1	-6.6%	-1.0%	3.7%	6.7%	-3.1%	-0.3%	-0.7%	1.5%	1.5	65

Compounds from the list above that contain four or more nitrogen atoms, in the order listed:
SMILES	NS5 inhibitors	AID2073	RSV antiviral HEp-2	Siah-1 displacement	Rac1 GTP hydrolysis	West Nile antiviral	SV40 large T antigen	K1F lysis inhibition	NTR1 ag	NTR1 ag cell count 20 µM
Cc1ccc2cc(C)c3nnc(SCC(=O)NCc4ccco4)n3c2c1	-4.0%	2.7%	2.4%	-2.3%	15.0%	1.2%	10.5%	0.3%	0.5	76
Cc1ccc(-n2c3c(c(=O)[nH]c2=O)C(NS(=O)(=O)c2ccc(Cl)cc2)(C(F)(F)F)C(=O)N3)cc1 (stereo unspecified)	2.6%	4.9%	2.0%	-0.6%	2.3%	0.0%	-1.8%	0.2%	2.1	62
COc1ccc(-c2[nH]n(-c3ccc([N+](=O)[O-])cc3)c(=O)c2C=NCC2CCCO2)cc1 (stereo unspecified)	/	29.5%	0.3%	7.4%	10.1%	0.2%	6.4%	-0.1%	0.4	44
CN(CC(=O)Nc1ccc(F)cc1)C(=O)c1cc([N+](=O)[O-])ccc1N1CCOCC1	-8.9%	/	-2.4%	/	5.0%	/	12.3%	0.0%[50 µM]	-0.6	74
O=CN1CCCN(Cc2nc(-c3cccc(Cl)c3)no2)CC1	-0.9%	14.0%	0.6%	0.6%	12.4%	-0.9%	-0.8%	0.1%	2.4	78
Cc1ccc(C(=O)NCCn2cc(SCC(=O)Nc3cc(C)on3)c3ccccc32)cc1	-2.1%	3.4%	4.6%	2.8%	-0.2%	0.2%	3.3%	7.7%	1.8	60
CCCn1c(SCC(=O)N2CCCc3ccccc32)nnc1-c1ccco1	1.6%	2.5%	1.2%	8.2%	-5.3%	-0.3%	6.9%	1.8%	-1.6	57
CC(C)n1nccc1NC(=O)Nc1ccccc1	-7.1%	7.0%	1.1%	-2.7%	-4.0%	-0.5%	0.4%	0.0%	0.6	47
